12-LOX inh: ALOX12 (human) lipoxygenase inhibition. P18054. purified 12hLO, xylenol orange hydroperoxide absorbance. Potency, µM (top dose mostly 108 µM), without a hit: top-dose activity change, negative = inhibition, hits mostly inhibitors. actives 1.1% (n = 580,000); further: on the % scale 0 is the no-effect control and ±100 the full control effect
Target sequence (P18054 whole entry, looked up): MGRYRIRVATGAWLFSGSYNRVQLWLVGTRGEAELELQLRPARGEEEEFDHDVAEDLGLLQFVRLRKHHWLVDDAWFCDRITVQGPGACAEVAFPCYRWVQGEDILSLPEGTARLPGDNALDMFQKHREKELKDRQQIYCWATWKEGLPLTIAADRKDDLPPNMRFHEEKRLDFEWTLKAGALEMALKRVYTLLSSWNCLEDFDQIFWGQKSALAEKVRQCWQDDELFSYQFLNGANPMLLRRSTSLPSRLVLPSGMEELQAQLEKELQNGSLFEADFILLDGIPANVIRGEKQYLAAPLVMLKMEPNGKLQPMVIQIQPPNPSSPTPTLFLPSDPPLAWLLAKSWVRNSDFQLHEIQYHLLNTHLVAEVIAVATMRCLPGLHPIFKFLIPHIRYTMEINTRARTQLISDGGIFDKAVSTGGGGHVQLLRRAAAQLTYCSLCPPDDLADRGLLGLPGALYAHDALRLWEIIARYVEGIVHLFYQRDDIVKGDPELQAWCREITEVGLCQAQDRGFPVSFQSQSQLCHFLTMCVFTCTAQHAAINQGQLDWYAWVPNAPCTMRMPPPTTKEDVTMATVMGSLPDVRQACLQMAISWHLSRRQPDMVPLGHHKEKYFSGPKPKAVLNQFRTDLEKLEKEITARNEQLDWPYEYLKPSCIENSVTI
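Purified human 12hLO (150 nM final) in 25 mM Hepes, 0.01% Triton X-100, pH 7.0 was preincubated 15 min at room temperature with compound. Then 40 uM arachidonic acid was added, 30 min. Hydroperoxide was read by Fe-XO absorbance ratio 573/405 nm.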
JMJD2A Tudor: JMJD2A Tudor domain (human) inhibition; Potency, µM (series often up to 114 µM), for inactives: at the top dose activity change, negative = inhibition, actives largely listed as inhibitors; O75164; AlphaScreen JMJD2A-Tudor / H3K4me3 peptide binding; actives 4.4% (n = 390,000); further: on the % scale 0 is the no-effect control and ±100 the full control effect; nearly all actives have a fitted effect of over 50% in size
Pin1 inh: human Pin1 inhibition; Q13526; Pin1 FP peptide displacement, HiFluor488, 10 min; Potency, µM (top dose mostly 115 µM), inactives show at the highest dose activity, negative = inhibition, hits mostly inhibitors; AID 504891; actives 0.009% (n = 390,000); active means well fitted inhibition curve with a large enough effect in the polarisation, with a control signal flat, not every such curve was filed as active; inconclusive means small, poorly fitted or top-dose-only effect, or effect the other way, or a change in a side signal; inactive means no such curve, though single readings can be large or run the other way; the % refers to the polarisation; further: on the % scale 0 is the no-effect control and ±100 the full control effect
rTrxR1 inhibitor: inhibitors of rat thioredoxin reductase 1; O89049; recombinant rTrxR1, NADPH fluorescence consumption, selenite substrate; Potency, µM (doses to about 114 µM), for the others: at the highest dose activity change, negative = inhibition, most hits filed as inhibitors; actives 1% (n = 390,000); further: on the % scale 0 is the no-effect control and ±100 the full control effect; nearly all actives have a fitted effect of over 65% in size
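Rat TrxR1 (90 nM in the dispensed reagent) was pre-reduced with 400 uM NADPH for 5 min at room temperature, then incubated with compound for 15 min. After 400 uM selenite was added, NADPH fluorescence (Ex 340/Em 450 nm) was followed for 8 min.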
RGS4 inh: inhibitors of human regulator of G protein signaling 4; actives 0.039% (n = 390,000); Potency, µM (doses to about 114 µM), inactives show at the highest dose activity change, negative = inhibition, hits mostly inhibitors; AID 504845; Transcreener GDP fluorescence polarization, RGS4-accelerated GTP hydrolysis; P49798; further: on the % scale 0 is the no-effect control and ±100 the full control effect; nearly all actives have a fitted effect of over 75% in size; some results filed as inactive show a strong effect at the top dose
Target sequence (P49798 whole entry, looked up): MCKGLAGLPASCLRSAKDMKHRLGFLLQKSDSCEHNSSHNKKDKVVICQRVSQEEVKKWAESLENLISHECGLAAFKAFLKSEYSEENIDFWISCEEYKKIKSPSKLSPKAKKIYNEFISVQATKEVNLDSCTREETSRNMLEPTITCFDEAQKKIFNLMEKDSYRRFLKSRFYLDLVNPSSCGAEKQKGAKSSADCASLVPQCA
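MLSMR compounds (23 nl, pin-transferred) preincubated 10 min at room temperature with a 500nM (2x) first reagent, then RGS4 at 900nM (2x) plus Transcreener GDP mix added; fluorescence polarization (620/688 nm) read before and after 90 min at 30 °C.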
Tb PGK inh: T. brucei PGK inhibition | actives 0.043% (n = 380,000) | AID 602233 | P07378 | PGK/GAPDH coupled, Kinase-Glo luminescence, 60 min | Potency, µM (series often up to 57.5 µM), without a hit: top-dose activity change, negative = inhibition, hits mostly inhibitors; further: on the % scale 0 is the no-effect control and ±100 the full control effect; nearly all actives have a fitted effect of over 60% in size
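Luminescent ATP detection (Kinase-Glo Plus) follows a 60-minute room-temperature incubation, with wells lacking PGK as controls. Buffer: 100 mM TEA (pH 7.6), 5 mM MgCl2, 0.01% Tween-20. Coupling enzyme GAPDH (100 nM final) supplies unstable 1,3-BPG in-well.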
GLS inh: inhibitors of human glutaminase (GLS). O94925. GLS enzymatic activity, qHTS titration. Potency, µM (top dose mostly 45.5 µM), for inactives: at the top dose activity change, negative = inhibition, hits mostly inhibitors. actives 0.21% (n = 410,000); further: on the % scale 0 is the no-effect control and ±100 the full control effect
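hKGA; 45 mM KH2PO4 pH 8.2 + 0.02% Tween-20; cpd via pin tool; 1 mM Gln soln; GluOx/HRP/Amplex Red; RT 30 min; fluor. t0 & final.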
ERG Ets-DNA blk: blocks human ERG Ets domain binding to DNA; Potency, µM (titrated, usually from 76.9 µM), for the others: at the highest dose FP activity, negative = inhibition, hits mostly inhibitors; fluorescence polarization, His-ERG Ets domain / labelled DNA; P11308; AID 624246; actives 0.028% (n = 370,000); active means well fitted inhibition curve with a large enough effect in the polarisation, with a control signal flat; inconclusive means small, poorly fitted or top-dose-only effect, or effect the other way, or a change in a side signal; inactive means no such curve, though single readings can be large or run the other way; the % refers to the polarisation;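 further: polarization taken with two DNA probes labelled with fluorescein and Texas red; % of control where 0% means no effect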
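His-tagged ERG Ets domain (1 uM in the protein solution; 300mM KCl, 50mM Tris-HCl, 1mM EDTA, 1mM DTT, pH 7.5) received compound, then a probe mix of 5 nM fluorescein-DNA and 100nM Texas-615-DNA. Fluorescence polarization was read for both dyes.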
HP1b chromo inh: HP1-beta chromodomain-methylated histone interaction inhibition; P83916; AlphaScreen HP1-beta / biotin-H3K9me3 peptide binding; Potency, µM (titrated, usually from 114 µM), for the others: at the top dose activity change, negative = inhibition, usual class: inhibitors; actives 0.56% (n = 390,000); AID 540317; further: nearly all actives have a fitted effect of over 70% in size; inactives centre near 23
Target sequence (P83916 whole entry, looked up): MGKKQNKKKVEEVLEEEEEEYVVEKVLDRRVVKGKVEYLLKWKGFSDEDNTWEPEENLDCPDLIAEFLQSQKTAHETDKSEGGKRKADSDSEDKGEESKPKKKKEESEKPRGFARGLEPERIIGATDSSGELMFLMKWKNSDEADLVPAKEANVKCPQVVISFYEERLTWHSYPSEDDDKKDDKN
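Compound inhibition of the preformed complex between 50 nM HP1-beta and 50 nM biotinylated H3K9me3 peptide was read by AlphaScreen. Buffer was PBS pH 7.4 with 0.01% Tween-20. Incubations ran 30 min at room temperature, with 10 ug/mL donor/acceptor beads.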
Numbers without * were called inactive; i = inactive; ? = inconclusive; . = no result given; & = joins results of further samples; [ ] = dose if it differs, or a comment. Unless noted, the call rests on the fitted dose curve; in most records, active means well fitted curve in the direction sought with a large enough effect; inconclusive means small, poorly fitted or top-dose-only effect, or another doubt; inactive means no such curve, though single readings can be large; an effect the other way counts as inactive or inconclusive. Potency means the concentration at half of the fitted maximal effect.

SMILES	12-LOX inh	JMJD2A Tudor	Pin1 inh	rTrxR1 inhibitor	RGS4 inh	Tb PGK inh	GLS inh	ERG Ets-DNA blk	HP1b chromo inh
COc1ccc(CC(=O)Nc2cc(NC(=O)Cc3ccc(OC)c(OC)c3)cc(C(=O)O)c2)cc1OC	0%	-18%	12%	22%[57.1 µM]	22%	-3%	-14%	-26%	17%
COc1ccc(CCNC(=S)N2CCC(C(N)=O)CC2)cc1	-8%	-2%	-7%	2%	-46%	0%	9%	-3%	?
CCCCN(C)C(=O)Cn1cnc2sc(C)c(S(=O)(=O)N3CCN(c4ccccc4OC)CC3)c2c1=O	14%&-13%	-8%&1%	-1%&-3%	6%	-3%&-8%	-9%&-10%	-12%&-1%	4%&1%	17%&29%
COc1ccccc1/C=C/C=N/N1CCN(c2ccccn2)CC1	?	?	-1%	-24%	-34%	i	7%	-10%	?
COc1ccc(-c2nn(-c3ccccc3)cc2C(=O)Nc2ccc(C(=O)O)cc2)cc1	4%	-9%	?	21%[57.1 µM]	-5%	-11%	-16%	19%	?
O=C(Nc1cc(-c2nc3cc(Cl)ccc3o2)ccc1Cl)c1cccs1	-12%	-10%	40%[activator]	27%	-18%	-6%	7%	?	10%
CC(C)CN1CCN(Cc2cccn2-c2cccnc2)CC1CCO (centres undefined)	121%[activator]	-17%	-15%	-13%	13%	-3%	19%	-6%	27%
COCC(C)NC(=O)c1ccc(CN2CCc3ccccc3C2)cc1 (centres undefined)	0%	-17%	-10%	2%	26%	.	-3%	3%	31%[activator]
O=C(CCSCc1cnn(-c2ccccc2)c1-n1cccc1)NCc1ccccc1Cl	-13%	-21%	30%	9%	1%	i	-15%	2%	19%
NS(=O)(=O)c1ccc(NCc2ccccc2OCc2ccccc2F)cc1	?	?	0%	-2%[57.1 µM]	-12%	.	11%	.	18%
COC(=O)c1sccc1NC(=O)c1cc(C)on1	7%	-10%	1%	11%[57.1 µM]	12%	-1%	2%	2%	8%
COc1ccc(C(=O)NCCSc2ccccc2)cc1	-25%	-11%	-11%	22%	7%	-3%	-10%	11%	23%
CCN(CC(=O)Nc1ccccc1C(F)(F)F)C(=O)c1ccc(N2C(=O)CCC2=O)cc1	-8%	-4%	-3%	6%	24%	3%	8%	?	14%
O=C(Nc1ccccc1F)c1ccc(OCc2ccccc2)cc1	6%	21%[57.1 µM]	-12%	-5%	11%	4%	0%	8%	47%[activator]
CCn1ncc(Br)c1C(=O)Nc1ccccc1C(=O)OC	-28%	30%	-3%	-8%	-17%	7%	-6%	4%	109%[activator]

3 entries out of the list above, sorted by their value in HP1b chromo inh, lowest first.
SMILES	12-LOX inh	JMJD2A Tudor	Pin1 inh	rTrxR1 inhibitor	RGS4 inh	Tb PGK inh	GLS inh	ERG Ets-DNA blk	HP1b chromo inh
COc1ccc(CC(=O)Nc2cc(NC(=O)Cc3ccc(OC)c(OC)c3)cc(C(=O)O)c2)cc1OC	0%	-18%	12%	22%[57.1 µM]	22%	-3%	-14%	-26%	17%
COc1ccc(C(=O)NCCSc2ccccc2)cc1	-25%	-11%	-11%	22%	7%	-3%	-10%	11%	23%
CC(C)CN1CCN(Cc2cccn2-c2cccnc2)CC1CCO (centres undefined)	121%[activator]	-17%	-15%	-13%	13%	-3%	19%	-6%	27%

(more compounds)
SMILES	12-LOX inh	JMJD2A Tudor	Pin1 inh	rTrxR1 inhibitor	RGS4 inh	Tb PGK inh	GLS inh	ERG Ets-DNA blk	HP1b chromo inh
CC1CCN(c2nc3ccc(C(=O)N4CCN(c5ccccc5)CC4)cc3s2)CC1	-14%	?	-2%	-2%	-20%	-8%	2%	-6%	5%
CC(C)CC(=O)N1CCC(N(CCc2ccccc2)Cc2ccccc2)CC1	?	28µM*	0%	4%	-7%	1%	9%	-3%	?
CCCN(C(=O)c1ccc(-n2cncn2)c([N+](=O)[O-])c1)C1CCS(=O)(=O)C1 (centres undefined)	8%	-12%	-4%	-12%	17%	-1%	0%	5%	23%
CCN(CC(=O)Nc1ccc2c(c1)OCCO2)c1ccc(S(=O)(=O)N2CCOCC2)cn1	5%	-16%	2%	-12%	7%	i	1%	-4%	51%[activator]
COc1cc(-c2nnc(SCC(=O)N3CCOCC3)o2)cc(OC)c1OC	-7%	-28%	2%	19%[0.0914 µM]	-7%	7%	1%	-1%	9%
Cc1cc(C(=O)NN=Cc2c(C)[nH]c3ccccc23)c(C)o1	1%	?	17%	-21%	-53%	i	43%[activator]	10%[15.4 µM]	-7%
CC(=O)Nc1ccc(Nc2c3ccccc3nc3ccccc23)cc1	-12%	?	5%	8%	17%	-8%	12%	0%	-8%
C=CCNC(=O)C1CC2Cn3c(nc4cc(Cl)c(Cl)cc43)C2N1C (centres undefined)	-20%	?	0%	13%[57.1 µM]	-7%	3%	-1%	-1%	30%
COc1ccc(NC(=O)/C(C#N)=C/c2ccc(-c3ccc(Cl)c(C(=O)O)c3)o2)cc1	0%	?	-4%	-2%	-3%	1%	14%	-1%	0%
CCC(NC(=O)Cc1c(C)c2cc3c(cc2oc1=O)OC(C)(C)CC3)C(=O)O (centres undefined)	-5%	-18%	0%	-28%	-44%	.	-2%	-8%	60%[activator]
CCCN(CCC)c1nc2ccccc2n2c(C)nnc12	0%	3%	5%	21%[57.1 µM]	22%	-1%	3%	2%	48%[activator]
CC(=O)n1cc([C@H]2C=C(C(=O)N3CCN(Cc4ccccc4)CC3)O[C@@H](OCc3ccc(CO)cc3)C2)c2ccccc21	0%	-31%	69%[activator]	-4%[57.1 µM]	-8%	0%	1%	3%	15%
COC(=O)C1=C[C@@H](C(=O)OC)C2C3=C(C(=O)[C@]2(CC(C)C)NC(=O)c2ccccc2)[C@H](C)n2c(=O)n(C)c(=O)n2[C@@H]3C1 (some centres undefined)	.	-10%	-11%	-7%	-4%	.	.	.	16%
Cc1cc(C)nc(SCC(=O)N2CCC(C(N)=O)CC2)n1	0%[57.4 µM]	-8%	-4%	18%	0%	-3%	18%	.	38%
O=C(NCCCn1ccnc1)c1ccc(NS(=O)(=O)c2cccc([N+](=O)[O-])c2)cc1	-1%	-6%	4%	-6%	17%	3%	5%	2%	39%[activator]
Cc1nc([N+](=O)[O-])c(Br)n1Cc1ccccc1	211%[activator]	-8%	-2%	16µM*	-12%	-4%	0%	7%	8%
COc1cc(OC)cc(C(=O)NNC(=O)CNC(=O)c2cccs2)c1	3%	-8%	0%	3%	-6%	-7%	6%	-4%	26%
Cc1cc(C)c(NC(=O)CN2C(=O)NC3(CCCCC3)C2=O)c(C)c1	?	-7%	-3%	16%	8%	0%	-2%	1%	18%
O=S(=O)(c1ccccc1)c1cnn(-c2ccccc2)c1-c1ccc(F)cc1	-1%	1%	14%	15%	3%	0%	.	-9%	47%[activator]
C=CCn1c(SC(C)C(=O)NC2CC2)nnc1-c1ccoc1C (centres undefined)	5%	-9%	-4%	-2%	-3%	-3%	2%	26%	21%
COc1ccccc1C(=O)NNC(=O)C(=O)Nc1ccc(C)cc1	2%	-7%	-18%	6%	18%	-3%	-8%	-9%	18%
O=C(CCNS(=O)(=O)c1ccc2c(c1)CCCC(=O)N2)NCc1ccc(Cl)cc1	?	-10%	3%	1%	-3%	3%	-4%	-3%	25%
CCCC1NC(=S)NC(C)=C1C(C)=O (centres undefined)	-7%	-24%	2%	1%	-23%[56.9 µM]	-2%	0%	-2%	76%[activator]
CCOc1ccccc1NC(=O)CSc1c(C)n[nH]c1C	84%[activator]	-7%	-2%	11%	-10%	-7%	8%	3%	22%
Cc1cc(C)c(NC(=O)Cc2csc(C)n2)c(Cl)c1	-14%	-12%	-2%	22%	14%	-1%	1%	-2%	15%
COc1cc(-c2nnc3sc(-c4ccco4)nn23)cc(OC)c1OC	?	?	-4%	-11%	-38%	0%	-4%	5%	-11%
CCOC(=O)C1(C)C=C(Nc2ccc(NC(C)=O)cc2)C(=O)N1c1ccc(NC(C)=O)cc1 (centres undefined)	?	-5%	3%	-11%[57.1 µM]	-16%	-2%	11%	1%	38%

Copied from the list:
Value of COc1cc(OC)cc(C(=O)NNC(=O)CNC(=O)c2cccs2)c1 in GLS inh: 6%
Value of CCOc1ccccc1NC(=O)CSc1c(C)n[nH]c1C in 12-LOX inh: 84%[activator]

A second format for some results above.
SMILES | 12-LOX inh | JMJD2A Tudor | Pin1 inh | rTrxR1 inhibitor | RGS4 inh | Tb PGK inh | GLS inh | ERG Ets-DNA blk | HP1b chromo inh
C=CCNC(=O)C1CC2Cn3c(nc4cc(Cl)c(Cl)cc43)C2N1C (centres undefined) | -20% | ? | 0% | 13%[57.1 µM] | -7% | 3% | -1% | -1% | 30%
Cc1nc([N+](=O)[O-])c(Br)n1Cc1ccccc1 | 211%[activator] | -8% | -2% | 16µM* | -12% | -4% | 0% | 7% | 8%

Shown as a hit in rTrxR1 inhibitor, among the entries above:
SMILES	12-LOX inh	JMJD2A Tudor	Pin1 inh	rTrxR1 inhibitor	RGS4 inh	Tb PGK inh	GLS inh	ERG Ets-DNA blk	HP1b chromo inh
Cc1nc([N+](=O)[O-])c(Br)n1Cc1ccccc1	211%[activator]	-8%	-2%	16µM*	-12%	-4%	0%	7%	8%

From PubChem BioAssay

Only part of the results is shown; the hit share may differ from the screen's.
